# HCV core dimer = blocks dimerization of HCV core protein | AID 1899 | TR-FRET GST/Flag-core106 dimerization, 1536-well | inhibition, % at 5 µM | 300,000 compounds, 0.33% hits;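 active = inhibition above the mean of all tested compounds plus 3 SD, set per screening campaign, cut at about 45% in these data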
#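 Material: GST/Flag-tagged HCV core106 proteins. Incubation: 4 h, 22.5 °C incubation. Read-out basis: inhibition (%) from 671 over 617 nm ratio. Measured by: TR-FRET, excitation 340 nm, emission 617 and 671 nm.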
# Efflux pump inh = antifungal efflux pump inhibition, Nile Red retention; inhibition, % at 10 µM; S. cerevisiae Candida pump triplex; 330,000 compounds, 0.44% hits;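 active = plate passing quality check with inhibition over a set limit, or well fluorescence over plate mean plus 4 SD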;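 also: Nile Red retained in pooled yeast measured as flow cytometry median fluorescence; 0% = buffer negative control and 100% = Enniatin B positive control; higher means more Nile Red kept so more efflux inhibition; some compounds called inactive have numbers as strong as hits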
# PP5 primary = blocks human protein phosphatase 5 activity. P53041. purified PP5c, OMFP substrate fluorescence. inhibition, % at 6.7 µM. 320,000 compounds, 0.18% hits. AID 1987;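 active = inhibition above the campaign's mean inhibition across all tested compounds plus 3 SD, cut at about 9.5% in these data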;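 also: 0% = DMSO only and 100% = 100 µM cantharidin control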
# JMJD2C inh = human JMJD2C demethylase inhibition. inhibition, % at 2.35 µM. 330,000 compounds, 0.069% hits. GST-JMJD2C(1-420) H3K9me3 demethylation, DELFIA europium;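 active = more than half of a compound's replicate wells show inhibition beyond 50%, single wells judged on their own value; inconclusive = some, but no more than half, of replicates pass 50% inhibition; inactive = no replicate passes 50% inhibition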;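 also: signal counts dimethyl H3K9 product captured on neutravidin plate; 0% = median of DMSO wells and 100% = 0.3 times that DMSO median; strong numbers were not always called active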
# Target sequence (Q9H3R0 1-420 limits assumed): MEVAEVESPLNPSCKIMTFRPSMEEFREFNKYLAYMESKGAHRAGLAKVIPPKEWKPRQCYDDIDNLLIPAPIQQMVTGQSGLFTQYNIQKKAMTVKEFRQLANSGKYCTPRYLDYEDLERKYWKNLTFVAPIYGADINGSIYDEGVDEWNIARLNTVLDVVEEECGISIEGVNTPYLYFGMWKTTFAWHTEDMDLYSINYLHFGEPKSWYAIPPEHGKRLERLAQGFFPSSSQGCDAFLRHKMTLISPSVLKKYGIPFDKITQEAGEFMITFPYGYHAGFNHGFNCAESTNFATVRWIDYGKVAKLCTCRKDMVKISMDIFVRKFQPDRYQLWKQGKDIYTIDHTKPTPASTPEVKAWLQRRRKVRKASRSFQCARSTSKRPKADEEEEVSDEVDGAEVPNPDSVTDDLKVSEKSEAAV
# proCasp7 act = activates human procaspase-7, counter-screen for procaspase-3 activators; 330,000 compounds, 0.093% hits; activation, % at 8.5 µM; AID 463210; P55210; recombinant procaspase-7, Ac-DEVD-pNA absorbance 405 nm; D23A/D198A/D206A triple mutant, cannot self-cleave; scale: DMSO 0, 5 µM enzyme 100;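 active = percent activation above the screen-wide mean plus 3 SD, cut at about 25% in these data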
# Target sequence (P55210 whole entry D23A/D198A/D206A): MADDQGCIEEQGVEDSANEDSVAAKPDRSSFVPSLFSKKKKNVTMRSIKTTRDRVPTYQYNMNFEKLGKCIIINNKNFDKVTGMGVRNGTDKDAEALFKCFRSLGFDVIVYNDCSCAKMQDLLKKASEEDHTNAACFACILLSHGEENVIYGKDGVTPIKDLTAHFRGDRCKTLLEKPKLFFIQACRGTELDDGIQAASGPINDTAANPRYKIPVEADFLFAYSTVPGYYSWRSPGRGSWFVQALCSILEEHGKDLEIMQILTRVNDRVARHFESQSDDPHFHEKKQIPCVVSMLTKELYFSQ
#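 buffer or medium = Zinc-free HEPES/NaCl buffer, pH 7.4 | material = Procaspase-7 triple mutant (PC-7 D3A) | input = 2 µM procaspase-7 mutant as dispensed | signal = Epi-absorbance of released pNA at 405 nm, two timepoints | timing = 1 h preincubation, 2 h reaction | replicates = singlicate compound testing | evaluation = % activation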
# procasp3 activ = activators of human procaspase-3; P42574; recombinant procaspase-3 D3A, Ac-DEVD-pNA absorbance 405 nm; activation, % at 8.5 µM; 330,000 compounds, 0.11% hits; AID 463141;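 active = activation above the mean of all tested compounds plus 3 SD, cut at about 21% in these data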;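 also: 0% = DMSO alone and 100% = DMSO wells spiked with extra 5 µM PC-3 D3A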
#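 Evaluation: percent activation relative to control range; Material: Procaspase-3 D3A mutant, all three cleavage aspartates alanine; Compound: single dose, 8.5 µM nominal compound, 0.8% DMSO; Replication: one well per compound; Signal: absorbance at 405 nm, 0 and 120 min; Schedule: 1 h preincubation plus 2 h reaction at 25 °C.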
# TPT1 inhibitor = C. albicans TPT1 enzyme inhibition | recombinant caTPT1, FP RNA substrate dephosphorylation | inhibition, % at 5 µM | 300,000 compounds, 0.81% hits | AID 1962;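 active = inhibition above the mean of all tested compounds plus 3 SD, set per screening campaign, cut at about 24% in these data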;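 also: plate controls were DMSO alone for no effect and ferristatin control at 100 nM for full effect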
# CTSL1 counter = cathepsin L1 inhibition, PFM18AAP counter-screen. recombinant F. hepatica cathepsin L1, Z-Leu-Arg-MCA fluorescence. inhibition, % at 5.96 µM. 300,000 compounds, 0.49% hits. AID 1906;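 active = inhibition above the mean of all tested compounds plus 3 SD, set per screening campaign, cut at about 17% in these data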;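 also: 0% = plate median of test compound wells and 100% = 1 µM Z-Phe-Ala-diazomethylketone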
# PP1 inh = PP1-alpha (human) inhibition in PP5 counter-screen; P62136; purified PP1alpha, OMFP fluorescence; inhibition, % at 6.7 µM; 320,000 compounds, 0.9% hits; AID 2235;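 active = inhibition above the mean inhibition of all tested compounds plus 3 SD, computed separately for each screening campaign, cut at about 15% in these data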
# Target sequence (P62136 whole entry, looked up): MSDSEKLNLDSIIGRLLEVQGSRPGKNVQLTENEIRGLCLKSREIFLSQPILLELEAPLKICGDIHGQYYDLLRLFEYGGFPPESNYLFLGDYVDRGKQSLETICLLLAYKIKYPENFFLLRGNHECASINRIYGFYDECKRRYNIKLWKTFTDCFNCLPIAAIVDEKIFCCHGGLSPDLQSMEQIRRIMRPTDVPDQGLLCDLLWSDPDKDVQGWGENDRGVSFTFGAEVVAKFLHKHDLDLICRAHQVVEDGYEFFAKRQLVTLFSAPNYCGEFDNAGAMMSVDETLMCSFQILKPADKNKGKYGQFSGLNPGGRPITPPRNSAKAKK
# Active calls of the source: *; ? = inconclusive; nt = not tested or not shown. Compounds as they come; 2.9% or so of the library scored in one or more.
SMILES,HCV core dimer,Efflux pump inh,PP5 primary,JMJD2C inh,proCasp7 act,procasp3 activ,TPT1 inhibitor,CTSL1 counter,PP1 inh
Cc1cccc(NS(=O)(=O)c2ccc(Br)s2)n1,0,-0.1,-1.4,3,12,1,2,-4,2
COC(=O)C1=C(C)N(c2ccc(C(=O)OC)cc2)C(=O)C1,1,-0.1,0.5,-3,-7,-1,-2,1,-3
COc1ccc(S(=O)(=O)N2CCCN(CC(=O)Nc3ccc(OC)c(Cl)c3)CC2)cc1,4,-0.3,0.7,2,-14,1,-5,8,-4
Cc1occc1C(=O)Nc1ccc(S(=O)(=O)N2CCN(C)CC2)cc1,-1,0.2,-1.0,?,-4,-1,1,2,1
O=C(COc1cccc(C(F)(F)F)c1)NCC(c1cccs1)N1CCOCC1 (stereo not given),nt,0.1,-0.3,-5,-6,8,nt,nt,-1
CC1CCN(C(=O)CSc2nnc(CNC(=O)c3ccco3)o2)CC1,1,-0.1,2.6,13,10,2,-3,0,-4
N#CCCn1nc(-c2ccc(Br)cc2)cc1Nc1ccccc1NC(=O)C(F)(F)F,6,-0.3,7.3,-18,-1,-1,-5,-3,2
Cc1cccc(NC(=O)C2CCCN2C(=O)OCC(C)C)c1 (stereo not given),3,-0.1,-0.7,-2,7,1,-2,-2,1
Cc1ccc(S(=O)(=O)N2CCOCC2)cc1C(=O)N1C(=O)c2cccc(N)c2C1=O,18,0.1,-2.8,-1,3,-1,-7,2,-2
COc1ccc(CCNC(=O)c2cc3c(F)cccc3s2)cc1OC,2,0.0,-0.4,-10,7,0,0,0,-4
CCc1ccc(S(=O)(=O)NCCc2csc(-c3cccnc3)n2)s1,1,-0.2,1.8,-10,1,11,2,-2,0
Cc1ccc(NS(=O)(=O)c2ccc(C(=O)N3CCCN(C)CC3)cc2)cc1,1,-0.1,-1.5,?,-5,1,-2,-1,-4
CCn1cc(C(=O)NCCC2=CCCCC2)c(=O)c2cc(S(=O)(=O)N(C)C)ccc21,1,-0.1,1.0,1,8,17,1,3,-3
COc1ccc2oc(C(=O)N3CCN(c4ncccn4)CC3)c(C)c2c1,22,0.1,0.7,1,3,3,-1,0,1
CN(C(=O)COc1cc(=O)n(C)c2ccccc12)c1cccc(Cl)c1,6,-0.1,-1.0,-1,-1,-5,1,0,-2

# Entries of single compounds as entered above. Values in the order: HCV core dimer	Efflux pump inh	PP5 primary	JMJD2C inh	proCasp7 act	procasp3 activ	TPT1 inhibitor	CTSL1 counter	PP1 inh
# Cc1cccc(NC(=O)C2CCCN2C(=O)OCC(C)C)c1 (stereo not given) as listed: 3	-0.1	-0.7	-2	7	1	-2	-2	1
# COc1ccc(CCNC(=O)c2cc3c(F)cccc3s2)cc1OC as listed: 2	0.0	-0.4	-10	7	0	0	0	-4
# COC(=O)C1=C(C)N(c2ccc(C(=O)OC)cc2)C(=O)C1 as listed: 1	-0.1	0.5	-3	-7	-1	-2	1	-3

# More results follow.
SMILES,HCV core dimer,Efflux pump inh,PP5 primary,JMJD2C inh,proCasp7 act,procasp3 activ,TPT1 inhibitor,CTSL1 counter,PP1 inh
CNC(=O)c1cc(Nc2nnc(-c3ccc(O)cc3)c3ccccc23)ccc1OC,-2,0.2,0.3,-7,5,-2,2,2,11
CCc1ccc(OCC(=O)NC(=S)Nc2ccc(F)cc2)c(Br)c1,-7,0.1,0.4,14,-1,6,2,0,-1
CCOC(CNC(=O)c1cc(C)nn1-c1ccccc1)OCC,-2,0.8,4.6,29,3,0,2,-1,0
NC(=O)c1ccccc1OCC(=O)N1CCc2ccccc2C1,-4,-0.1,1.2,11,0,-3,-2,4,-3
Cc1onc(-c2ccccc2)c1C(=O)NCc1ccc2c(c1)OCO2,1,-0.1,-0.3,1,3,14,-1,-2,-2
Cc1ccc(-c2cc(C(=O)N/N=C/c3ccco3)[nH]n2)cc1,2,-0.1,-6.8,4,-8,-6,-2,12,-56
COc1ccccc1NC(=O)c1csc2c1CCC(C)C2 (stereo not given),3,0.1,2.7,19,0,3,1,1,-2
CCCC1(C(=O)OCC)NC(c2ccc(O)cc2)C2C(=O)N(c3ccc4c(c3)OCCO4)C(=O)C21 (stereo not given),-4,-0.1,-0.5,3,6,1,-1,1,1
CC(C)n1nc(C(=O)Nc2nnc(C3CC3)s2)c2ccccc2c1=O,1,0.0,-2.6,-5,-3,7,-2,3,2
CNC(=S)N1CCN(c2nc3ccccc3s2)CC1,-5,-0.1,-1.9,-21,7,-5,-2,-3,0
Cc1ccc(C(=O)CSc2nc3ccc(C(=O)NCCN4CCCCC4)cc3c(=O)[nH]2)cc1,-18,nt,1.4,10,-14,-3,-4,2,4
Cc1ccc(C)c(N(C)C(=O)c2coc(=O)c3ccccc23)c1,7,0.1,0.8,0,4,0,-4,2,-1
CC(=O)N[C@@H](Cc1c[nH]c2ccccc12)C(=O)OCC(=O)NCc1ccc2c(c1)OCO2,3,0.0,-0.1,-1,-4,-3,-2,-8,1
Nc1ccc(C(=O)Nc2ccc3nc(-c4ccncc4)[nH]c3c2)cc1,-6,-0.1,1.5,-2,2,4,0,5,2
CCn1c(=O)c2cc(C(=O)NCC(OC)OC)sc2c2ccccc21,-11,-0.2,-1.6,8,3,-2,-3,4,1
Cc1ccc(S(=O)(=O)Oc2ccc(C(c3c(C)[nH][nH]c3=O)c3c(C)[nH][nH]c3=O)cc2)cc1,9,0.4,0.6,-27,-2,-1,-1,5,6
CC(C)c1nnc(NC(=O)CCC(=O)NCc2ccc3c(c2)OCO3)s1,4,0.8,0.2,-9,4,-10,-1,-6,6
CCOC(=O)CC(=O)CSc1nc(N)c(C#N)c(-c2ccc(Cl)cc2)c1C#N,12,0.0,0.8,4,-6,-4,7,-1,11
Cc1ccc(C(=O)NCCc2c[nH]c3ccccc23)c(C)c1,-10,0.8,-0.1,-24,1,-3,1,0,0
O=C(COc1cccc2ccccc12)NNC(=O)c1cccs1,-7,-0.1,0.9,-4,14,14,-4,-7,1
O=C(CCc1ccccc1)Nc1ccc(NS(=O)(=O)c2ccccc2)cc1,16,0.1,2.4,8,8,14,0,2,-1
N=c1c(C(=O)NCCN2CCOCC2)cc2c(=O)n3ccccc3nc2n1Cc1ccc(F)cc1,6,0.0,1.7,-9,-14,-14,4,0,0
CSC1=NC2(C)CCCCC2C12C=CC(=O)C=C2 (stereo not given),-6,-0.1,0.2,5,2,-3,-3,-2,-3
O=C(O)c1ccccc1C(=O)Nc1ccc(-c2csc(-c3ccccc3)n2)cc1,14,-0.1,-1.0,1,6,-7,-3,0,7
N/C(=N\c1nc(CSc2nnnn2-c2ccccc2)cc(=O)[nH]1)Nc1ccccc1,10,0.1,-1.1,21,3,-6,2,-2,-2
COc1ccc(/C=N/N2C(C)CCCC2C)cc1O (stereo not given),-6,0.0,-0.9,-29,0,8,3,-4,-2
CCOC(=O)c1cccc(NC(=O)CSc2nnc(-c3cccnc3)n2C)c1,-9,0.0,1.5,-7,-7,0,3,0,3
O=C(COC(=O)CNC(=O)C1CCCCC1)Nc1cccc(F)c1,nt,-0.1,-1.9,-3,3,12,nt,nt,9
CCn1c(NC(=O)c2ccco2)c(-c2ccccc2Cl)c(=O)c2ccccc21,-3,0.0,12*,-1,17,0,-2,-1,-1
CC1CC(C)CN(S(=O)(=O)c2cc3c4c(c2)C(C)C(=O)N4CCC3)C1 (stereo not given),-1,0.0,-1.0,21,3,1,-5,-2,1
CN(C)CCCNC(=O)Cc1ccc(Br)cc1,4,0.0,1.5,-2,14,8,-1,-3,5
CCC1CCC/C1=N\NC(=O)c1ccccc1C (stereo not given),0,-0.2,1.3,1,3,5,-1,-5,-2
COc1ccc(Cl)cc1-c1nc(SCC(=O)NCC2CCCO2)n[nH]1 (stereo not given),nt,0.1,1.9,0,-3,0,nt,nt,-1
CCC1(C)Cc2c(sc3nnn(CC(=O)Nc4ccccc4C)c(=O)c23)CO1 (stereo not given),2,-0.6,-1.2,-3,5,2,0,2,0
Cc1nonc1NC(=O)CSc1nc(CCC2CCCC2)nc2ccccc12,13,0.0,2.4,0,-4,-1,-1,-7,0
CCOc1ccc(CN(C)C(=O)c2ccc3ccccc3n2)cc1,13,0.0,0.7,-1,4,5,-3,-2,-3
Cc1ccc(NC(=S)Nc2ccc3cn[nH]c3c2)c(C)c1,-2,0.3,-0.5,25,-7,0,-1,-1,0
CCc1ccccc1NC(=O)CCC(=O)N1CCSc2ccccc21,-4,0.2,1.2,-3,4,-3,3,-3,-9
O=C(Nc1ccnn1C1CCN(Cc2c[nH]c3ccccc23)CC1)c1ccccc1,7,-0.1,-1.0,5,1,-1,1,-5,-4
COc1ccc(-c2noc(CCCC(=O)N3CCOCC3)n2)cc1,-15,0.0,-6.5,6,-6,9,-4,10,5
CN(C)CCn1c2c(c(SCC(=O)Nc3nccs3)nc1=O)CCCC2,-2,0.0,-0.3,5,5,-6,0,1,-3
O=C(O/N=C1\CCCc2ccccc21)c1cccc(Cl)c1,-2,-0.2,-0.8,12,17,0,1,1,0
Cc1noc(C)c1CSCC(=O)Nc1cc(C(F)(F)F)ccc1N1CCOCC1,nt,0.1,2.2,-22,-1,-8,nt,nt,-5
O=C(Oc1ccc(C(=S)N2CCOCC2)cc1)c1ccc(F)cc1,9,-0.1,1.0,4,4,-3,-3,-4,-1
CN(CCc1ccccc1)C1CCCN(S(=O)(=O)CC(F)(F)F)C1 (stereo not given),-15,-0.2,1.4,-35,7,5,-3,19*,2
CC(C)(CO)NC(=O)C12CC3CC(CC(Br)(C3)C1)C2,-2,0.1,3.7,16,10,3,1,-4,1
CC1(C)C2CCC1(C)C(NC(=O)/C=C/c1ccccc1)C2 (stereo not given),3,0.3,2.2,-4,-1,4,0,-1,-1
CCOC(=O)[C@@H]1[C@H]2COc3cc(OC)ccc3[C@@H]2N2C(=O)N(c3cccc(F)c3)C(=O)[C@@]12C,0,-0.1,2.1,-9,5,2,-1,0,-4
O=C(COC(=O)c1c(Cl)cccc1Cl)Nc1cccc(S(=O)(=O)NC2=NCCCCC2)c1,nt,-0.1,1.2,3,16,-3,nt,nt,1
CCCc1ccc(-c2csc(NC(=O)C3=COCCO3)n2)cc1,nt,0.1,3.7,-2,6,9,nt,nt,3
COc1ccccc1NC(=O)COc1cccnc1[N+](=O)[O-],nt,-0.3,nt,5,8,3,nt,nt,nt
Cc1ccccc1OCCCCc1c(C)n[nH]c1C,-4,0.0,6.9,0,-6,4,2,-3,4
COc1ccc(N2CCN(C(=O)c3c(-c4ccccc4)noc3C)CC2)cc1,0,0.1,1.1,-8,3,-2,-3,2,3
Cc1ccc(-n2nnnc2SCn2nnc3ccccc3c2=O)cc1,1,0.0,0.2,2,3,4,-1,1,-4

# Screening data as filed in PubChem.
